Compound activity: PubChem BioAssay, National Center for Advancing Translational Sciences (NCATS)
Pol beta inh: qHTS Assay for Inhibitors of DNA Polymerase Beta; Potency, µM (titrated, usually from 114 µM), without a hit: at the top dose activity change, negative = inhibition, hits mostly inhibitors; actives 1.3% (n = 340,000); AID 485314, 2010; Pol beta primer extension/strand displacement, fluorescence kinetic; note: potency is the fitted concentration of half-maximal effect; % is set by controls: 0 for no effect and ±100 for the full control effect
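Curves were derived by four-parameter Hill fits of normalized qHTS data. The kinetic fluorescent primer-extension read was taken at 0 and 10 min after 50 nM substrate, following a 15 min room-temperature preincubation of 10 nM enzyme with compounds.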
Apoferritin bind: qHTS Assay for Identification of Novel General Anesthetics. AID 485281, 2010. actives 0.074% (n = 350,000). apoferritin/1-aminoanthracene competitive binding, fluorescence. Ferritin light chain (Equus caballus), P02791. Potency, µM (series often up to 77.5 µM), for the others: at the top dose activity change, negative = displacement, most hits filed as inhibitors; note: potency is the fitted concentration of half-maximal effect; % is set by controls: 0 for no effect and ±100 for the full control effect; nearly all actives have a fitted effect of over 20% in size
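Horse-spleen apoferritin (10 uM) was mixed with 50% saturated 1-aminoanthracene in PBS, exposed to compounds for 10 min at room temperature, and read for fluorescence (ex 380 nm, em 535 nm). Competitive displacement was fitted with a four-parameter Hill equation.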
POLH inh: qHTS for Inhibitors of Polymerase Eta. DNA polymerase eta (Homo sapiens), Q9Y253. recombinant Pol eta, fluorescent DNA replication assay. Potency, µM (doses to about 114 µM), without a hit: at the highest dose activity change, negative = inhibition, actives largely listed as inhibitors. actives 1.2% (n = 390,000). AID 588591, 2011; note: potency is the fitted concentration of half-maximal effect; % is set by controls: 0 for no effect and ±100 for the full control effect
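Pol eta at 10 nM preincubated with compounds 15 min at room temperature; reaction started with fluorescent substrate (50 nM final) and read kinetically at 0 and 10 min.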
POLK inh: qHTS for Inhibitors of Polymerase Kappa. DNA polymerase kappa (Homo sapiens), Q9UBT6. purified Pol kappa, fluorescent DNA synthesis assay, 10 min. Potency, µM (highest dose often 107 µM), for the others: top-dose activity, negative = inhibition, most hits filed as inhibitors. actives 0.53% (n = 400,000). AID 588579, 2011; note: potency is the fitted concentration of half-maximal effect; % is set by controls: 0 for no effect and ±100 for the full control effect
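Inhibition of 10 nM Pol kappa is measured by a fluorescent read-out at 0 and 10 min following addition of 50 nM substrate (final), with a 15-min room-temperature compound preincubation.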
Glioma ERSR ind: qHTS for Inducers of the Endoplasmic Reticulum Stress Response (ERSR) in Human Glioma: qHTS. U87-MG GRP78 promoter luciferase reporter, 16 h. Potency, µM, for the others: top-dose activation, actives largely listed as activators. actives 0.02% (n = 420,000); note: potency is the fitted concentration of half-maximal effect; series mostly up to about 76 µM; % of control where 0% means no effect; nearly all actives have a fitted effect of over 35% in size
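ERSR induction read as luciferase luminescence (Bright-Glo, 10 min at room temperature) in stably transfected human U87-MG glioma cells exposed to compounds for 16 h, using GRP78 as sensor.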
BLM helicase inh: qHTS Assay for Inhibitors of Bloom's syndrome helicase (BLM); RecQ-like DNA helicase BLM (Homo sapiens), P54132; recombinant BLM DNA unwinding, fluorescence dequenching; Potency, µM (titrated, usually from 56.1 µM), without a hit: top-dose activity change, negative = inhibition, usual class: inhibitors; actives 0.2% (n = 350,000); AID 2528, 2010;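 note: potency is the fitted concentration of half-maximal effect; plate controls were vehicle for no effect and no enzyme for full effect; nearly all actives have a fitted effect of over 35% in size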
Target sequence (P54132 whole entry, looked up): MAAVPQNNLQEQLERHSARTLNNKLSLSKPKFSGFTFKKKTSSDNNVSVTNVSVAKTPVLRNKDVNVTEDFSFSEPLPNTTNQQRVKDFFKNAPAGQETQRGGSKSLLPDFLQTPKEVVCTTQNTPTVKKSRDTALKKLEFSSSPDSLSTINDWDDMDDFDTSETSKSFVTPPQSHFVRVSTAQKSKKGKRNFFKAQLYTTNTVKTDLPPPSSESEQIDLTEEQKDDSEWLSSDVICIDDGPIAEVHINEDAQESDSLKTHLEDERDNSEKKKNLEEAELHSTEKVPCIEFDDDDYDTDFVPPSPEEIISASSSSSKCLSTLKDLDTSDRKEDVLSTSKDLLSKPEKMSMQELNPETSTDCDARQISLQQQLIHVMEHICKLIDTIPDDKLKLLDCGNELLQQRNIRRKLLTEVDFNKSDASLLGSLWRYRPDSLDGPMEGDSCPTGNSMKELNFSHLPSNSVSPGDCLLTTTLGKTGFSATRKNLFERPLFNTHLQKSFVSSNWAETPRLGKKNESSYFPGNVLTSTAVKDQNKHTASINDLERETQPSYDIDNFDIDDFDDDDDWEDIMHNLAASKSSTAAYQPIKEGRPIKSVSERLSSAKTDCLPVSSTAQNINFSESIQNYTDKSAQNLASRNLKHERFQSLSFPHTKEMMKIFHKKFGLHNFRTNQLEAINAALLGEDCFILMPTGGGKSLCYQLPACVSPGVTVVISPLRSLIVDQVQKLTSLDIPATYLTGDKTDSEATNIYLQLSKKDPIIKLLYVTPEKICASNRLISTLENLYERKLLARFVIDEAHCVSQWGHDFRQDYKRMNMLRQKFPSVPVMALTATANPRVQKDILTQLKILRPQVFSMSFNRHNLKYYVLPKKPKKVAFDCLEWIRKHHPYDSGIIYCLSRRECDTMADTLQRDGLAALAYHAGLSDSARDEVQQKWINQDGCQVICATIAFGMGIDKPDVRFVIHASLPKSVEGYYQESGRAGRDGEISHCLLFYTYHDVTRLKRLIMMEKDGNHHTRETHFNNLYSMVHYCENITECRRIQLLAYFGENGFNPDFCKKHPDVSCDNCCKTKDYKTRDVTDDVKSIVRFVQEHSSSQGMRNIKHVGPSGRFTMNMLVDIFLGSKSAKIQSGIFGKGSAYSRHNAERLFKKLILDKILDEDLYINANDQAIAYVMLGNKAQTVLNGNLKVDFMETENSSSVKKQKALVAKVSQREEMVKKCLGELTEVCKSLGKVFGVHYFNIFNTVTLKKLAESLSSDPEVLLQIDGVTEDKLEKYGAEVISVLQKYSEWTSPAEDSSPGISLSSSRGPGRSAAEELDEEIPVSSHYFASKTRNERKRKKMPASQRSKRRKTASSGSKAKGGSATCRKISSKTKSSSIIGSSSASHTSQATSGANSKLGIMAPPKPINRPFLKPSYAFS
LDHA inh: qHTS assay for inhibitors of human lactate dehydrogenase. activity change, % (values are at about 110 or 230 µM). actives 0.15% (n = 480,000). AID 1347041, 2019. L-lactate dehydrogenase A chain (Homo sapiens), P00338. purified LDHA, NADH/diaphorase-resazurin fluorescence; hits give low values; in the data active = activity change below about -30%; inconclusive = mostly about -25% to -30%;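 note: plate controls were DMSO wells for no effect and wells without enzyme for full effect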
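Resorufin fluorescence (ex540/em590), read at 0 and 20 min after diaphorase/resazurin addition, reports the NADH left after a 5 min room-temperature reaction of 2 nM human LDH5 with 0.06 mM NADH and 0.2 mM pyruvate.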
POLI inh: qHTS for Inhibitors of Polymerase Iota; DNA polymerase iota (Homo sapiens), Q9UNA4; Pol iota fluorescent replication assay, 10 min; Potency, µM (series often up to 115 µM), inactives show at the top dose activity, negative = inhibition, actives largely listed as inhibitors; actives 1% (n = 390,000); AID 588590, 2011; note: potency is the fitted concentration of half-maximal effect
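Pol iota at 10 nM preincubated 15 min with compounds at room temperature; reaction started with fluorescent substrate, 50 nM final. Fluorescence read kinetically at 0 and 10 min; buffer-only wells as negative control.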
APE1 inh: qHTS Assay for Inhibitors of the Human Apurinic/apyrimidinic Endonuclease 1 (APE1); DNA repair nuclease/redox regulator APEX1 (Homo sapiens), P27695; recombinant APE1, TAMRA/BHQ-2 abasic DNA cleavage fluorescence; Potency, µM (top dose mostly 65.8 µM), for inactives: top-dose activity change, negative = inhibition, hits mostly inhibitors; actives 0.35% (n = 350,000); AID 2517, 2012;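 note: potency is the fitted concentration of half-maximal effect; plate controls were vehicle for no effect and reference inhibitor for full effect; nearly all actives have a fitted effect of over 55% in size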
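Readout is kinetic fluorescence (ex 525, em 598 nm) from cleavage of 50 nM TAMRA/BHQ-2 THF abasic duplex by 0.75 nM APE1, compound added 15 min beforehand at RT.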
The depositor's hits bear a star; ? = inconclusive; / = no result given; [ ] = another dose, or the depositor's remark. Unless noted, calls come from the whole dose curve; as a rule, active = well fitted curve in the direction sought with a large enough effect; inconclusive = small, poorly fitted or top-dose-only effect, or another doubt; inactive = no such curve, though single readings can be large; an effect the other way counts as inactive or inconclusive. The list is partial; rates above refer to the full screens.

SMILES	Pol beta inh	Apoferritin bind	POLH inh	POLK inh	Glioma ERSR ind	BLM helicase inh	LDHA inh	POLI inh	APE1 inh
CCOC(=O)c1c(Nc2ccc(OCC)cc2)nnc(-c2ccccc2)c1-c1ccccc1	8%	?	-10%	-15%	-4%	-14%	3	7%	/
CCN(C(=O)COC(=O)c1cc(=O)[nH]c2ccccc12)c1c(N)n(Cc2ccccc2)c(=O)[nH]c1=O	/	/	-16%	10%	-4%	/	-1	-16%	/
COc1ccc(Cl)cc1S(=O)(=O)N1CCCC(C(=O)NCC(N)=O)C1 (centres undefined)	/	/	-13%	9%	-5%	/	-1	10%	/
CCSC1=NC(C)(C)C=C(C)N1	22%	-7%	-11%	-16%	-5%	5%	-2	-10%	2%
CCN1CCN(C(c2cccs2)C(C)NC(=S)NC2CCCCC2)CC1 (centres undefined)	0%	-11%	-13%	-19%	-3%	0%	-8	-36%	3%
COc1ccc(S(=O)(=O)N2CCN(c3ccccc3)CC2)cc1OC	/	/	-11%	-12%	-1%	/	-3	?	/
COc1ccc(S(=O)(=O)Cc2ccc(C(=O)N3CCN(C4CCCCC4)CC3)o2)cc1	40%	-11%	-19%	3%	-2%	3%	-4	37%[activator]	-2%
COc1cc(NC(=O)c2ccco2)c(OC)cc1NC(=O)c1cc(OC)c(OC)c(OC)c1	40µM*	58%[activator]	-12%	0%	-2%	-1%	6	13%	0%
COc1ccccc1C(=O)COC(=O)Cc1n[nH]c(=O)c2ccccc12	/	/	-9%	2%	-5%	/	-2	36%[activator]	18%
CCOP(=O)(c1ccc(N(C)C)cc1)C(O)c1c(Cl)cccc1Cl (centres undefined)	11%	2%	-13%	-10%	-2%	2%	-2	-3%	2%
COc1cc(/C=N/NC(=O)c2cccc(N3CCCC3=O)c2)ccc1O	0%	5%	-18%	-6%	10%	-8%	1	14%	54%[activator]
CC(NC(=O)Cc1cc(F)cc(F)c1)C(=O)NC(C(=O)OC(C)(C)C)c1ccccc1 (centres undefined)	/	-2%	/	10%[60.1 µM]	-7%	-3%	/	/	0%
CC(C)C(NS(=O)(=O)c1cccs1)C(=O)NCc1ccc2c(c1)OCO2 (centres undefined)	-20%	24%	-19%	9%	-4%	3%	-6	22%	-11%
CC(C)CN1CCC(=O)N([C@H](CO)Cc2ccccc2)CC1	0%	-8%	-3%	-9%	1%	0%	-9	12%	60%[activator]
CCN1C(=O)C(CC(=O)Nc2c(C)cccc2C)SC1=Nc1ccc(S(N)(=O)=O)cc1 (centres undefined)	11%	-6%	3%	-3%	-8%	4%	-5	12%	-6%
O=C(COC(=O)c1ccccc1O)NC(=O)NCc1ccccc1	/	/	-16%	-1%	-2%	/	3	11%	49%
Cc1cccc(CN2CCC(CNC(=O)Nc3ccccc3F)CC2)c1	/	/	-10%	-14%	4%	/	0	-17%	/
c1ccc(-c2ccc(-c3cn4c(n3)CCC4)cc2)cc1	5%	-21%	-28%	-8%	-7%	0%	-1	?	9%
Cc1ccc(S(=O)(=O)N2CCCCC2)cc1NC(=O)CSc1nnnn1C	1%	5%	-15%	-27%	-6%	0%	-6	-19%	-2%
COc1ccc(C2CC(=O)c3cnc(NC(=O)c4ccco4)nc3C2)cc1 (centres undefined)	-6%	-10%	1%	-4%	-2%	2%	-4	24%	20%
CS(=O)(=O)c1ccc2nc(NC(=O)c3cccs3)sc2c1	1%	0%	-11%	-3%	-12%	1%	1	3%	0%
COCCNc1nc2c(-c3cccc(C(F)(F)F)c3)nnn2c2ccccc12	31%	-6%	-1%	8%	-4%	-4%	-2	85%[activator]	22%
COc1ccc(Cl)cc1NC(=O)NCCc1c(C)nn(C)c1C	-3%	-10%	-16%	-5%[60.1 µM]	-1%	0%	-10	19%	/
CC(C)(C)NC(=O)C(=O)NNC(=O)c1cccc([N+](=O)[O-])c1	6%	-7%	-11%	-2%	-4%	-1%	0	30%	-2%
COc1ccc(-c2n[nH]c(C)c2-c2ccccc2OC)c(O)c1	1%	4%	-7%	-11%	-9%	-7%	12	30%	1%
CCn1c(SCC(=O)c2ccc(O)c(O)c2)nnc1-c1ccccc1	?	-15%	?	?	1%	-15%	10	?	?
CCN(CC)C(=O)c1sc(NC(=O)c2ccco2)c(C#N)c1C	5%	2%	2%	-6%	-3%	1%	-16	-12%	17%
COc1ccc(OC)c2sc(NC(=O)CCS(=O)(=O)c3ccccc3)nc12	/	/	-13%	-7%	14%	/	1	22%	/
Cn1c(NC(=O)c2ccccc2)nc2ccccc21	97%	-21%	-6%	13%	-5%	-9%	1	?	-4%
CCN(CC)S(=O)(=O)c1ccc2c(c1)nc(SCC(=O)N1CCOCC1)n2-c1ccccc1OC	13%	-15%	-1%	-16%	-4%	-3%	-2	8%	-10%
CCOc1ccc(-c2nc(N)ncc2-c2ccccc2)c(O)c1	0%	-18%	-12%	-12%	-3%	-11%	-5	-9%	-6%
N#Cc1ccc(CSc2nnc(-c3cccnc3)o2)cc1	18%	-7%	-4%	-5%	-5%	2%	-7	55%[activator]	6%
CC(C)CCNC(=O)c1ccc2nc[nH]c2c1	8%	-11%	-12%	8%	3%	-9%	3	-9%	-4%
Cn1c(=O)c2c(nc(N/N=C/c3cccnc3)n2Cc2ccc(F)cc2)n(C)c1=O	-2%	13%	-20%	-2%	?	0%	-14	47%[activator]	25%
CCN1CCN(C(c2cccc(OC)c2)c2sc3nc(C)nn3c2O)CC1 (centres undefined)	36%	-10%	-12%	-8%	-5%	3%	-3	9%	1%
CC1CC(C)(C)NC(=O)O1 (centres undefined)	9%	-9%	-18%	-4%	-6%	-1%	-1	0%	-2%
O=C(CCCC(=O)N1CCCC1)N1CCCC1	0%	-6%	-14%	-11%	5%	-1%	-1	75%[activator]	35%
O=S(=O)(NC1CCCC1)c1cccc(S(=O)(=O)N2CCC(n3nnc4ccccc43)CC2)c1	33%	-3%	-4%	-1%	-1%	3%	-3	10%	-4%
Cc1cccc(CCNC(=O)C2CCC(CNS(=O)(=O)c3cccs3)CC2)c1 (centres undefined)	?	-10%	-9%	-11%	-4%	-2%	-4	-3%	10%
Cn1c(-c2ccccc2)cc2c3no[n+]([O-])c3ccc21	25%	-10%	1%	-5%	11%	-4%	-2	-5%	3%
CC(C)c1ccc(NC(=O)COc2ccc(F)cc2C(=O)c2cnn(-c3ccccc3)c2)cc1	-1%	-3%	-20%	4%	3%	-8%	0	0%	5%
O=C(COc1ccc(/C=N/NS(=O)(=O)c2ccccc2)cc1)Nc1ccc(F)cc1	4%	-18%	-4%	-8%	-6%	-5%	-4	9%	-4%
CC(C)Oc1ccc(C2CC(=O)N(Nc3ccc([N+](=O)[O-])cc3[N+](=O)[O-])C2=O)cc1 (centres undefined)	31%	-16%	4%	3%	-4%	0%	0	-16%	9%
C=CCSC1=NC(N)=C(C#N)C2(CCCCC2)C1C(N)=O (centres undefined)	18%	-16%	-20%	-9%	-5%	-1%	-3	29%	-5%
Cc1nc([N+](=O)[O-])c(Br)n1CC(=O)c1ccc(Cl)cc1	-15%	-21%	-9%	-8%	-15%	-9%	0	?	-1%
O=C(c1ccccc1NS(=O)(=O)c1ccc(Cl)cc1)N1CCc2ccccc21	3%	-2%	-18%	1%	-3%	-1%	-8	5%	6%
Cc1nc(Nc2ccccc2Cl)sc1C(=O)Nc1ccccc1	1%	-1%	-16%	-15%	7%	-7%	-4	7%	-5%
O=C(CS(=O)(=O)c1ccccc1)Nc1ccc(S(=O)(=O)Nc2ccccn2)cc1	7%	-8%	-14%	-14%	-1%	4%	-16	26%	5%
Cc1ccc(S(=O)(=O)N2CCSCCSCCSCCSCC2)cc1	/	/	-16%	-7%	-3%	/	-11	13%	/
CCCCC(O)(CCCC)C(=O)NN(C(=O)OC)c1ccccc1	50%	-2%	-11%	-14%	-4%	3%	-6	56%[activator]	10%
(list continues)
SMILES	Pol beta inh	Apoferritin bind	POLH inh	POLK inh	Glioma ERSR ind	BLM helicase inh	LDHA inh	POLI inh	APE1 inh
C=CCn1c(CCSCc2ccc(OC)c(C)c2)n[nH]c1=S	-10%	-17%	-18%	6%	-1%	-1%	-2	-17%	?
CCN1CCN(c2nc3c(C)cccn3c(=O)c2/C=C(\C#N)S(=O)(=O)c2ccc(C)cc2)CC1	2%	?	?	-5%	-4%	4%	0	17%	-5%
Nc1nc[nH]c(=O)c1N=Cc1ccccc1	-15%	41%[activator]	-18%	1%	?	-8%	-9	36%[activator]	0%
Cc1ccc(Cn2nc(C)c(NC(=O)c3cc(-c4ccc5c(c4)OCO5)on3)c2C)cc1	-21%	?	-14%	-1%	-2%	-5%	-10	-10%	-8%
COc1ccc(Oc2nnnn2-c2ccccc2)cc1	4%	0%	-18%	-10%	1%	-1%	-4	2%	-2%
